ALDH1A1 inh – blocks purified human ALDH1A1 activity. P00352. Purified ALDH1A1, NADH fluorescence, propionaldehyde substrate. Potency, µM (top dose mostly 75.3 µM), without a hit: at the highest dose activity, negative = inhibition, actives largely listed as inhibitors. hit rate 7.3% among 220,000. AID 1030; active = well fitted inhibition curve with a large enough effect, not every such curve was filed as active; inconclusive = small, poorly fitted or top-dose-only effect, or another doubt; inactive = no such curve, though single readings can be large or run the other way;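 note: plate controls were no enzyme wells and a reference inhibitor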
Target sequence (P00352 whole entry, looked up): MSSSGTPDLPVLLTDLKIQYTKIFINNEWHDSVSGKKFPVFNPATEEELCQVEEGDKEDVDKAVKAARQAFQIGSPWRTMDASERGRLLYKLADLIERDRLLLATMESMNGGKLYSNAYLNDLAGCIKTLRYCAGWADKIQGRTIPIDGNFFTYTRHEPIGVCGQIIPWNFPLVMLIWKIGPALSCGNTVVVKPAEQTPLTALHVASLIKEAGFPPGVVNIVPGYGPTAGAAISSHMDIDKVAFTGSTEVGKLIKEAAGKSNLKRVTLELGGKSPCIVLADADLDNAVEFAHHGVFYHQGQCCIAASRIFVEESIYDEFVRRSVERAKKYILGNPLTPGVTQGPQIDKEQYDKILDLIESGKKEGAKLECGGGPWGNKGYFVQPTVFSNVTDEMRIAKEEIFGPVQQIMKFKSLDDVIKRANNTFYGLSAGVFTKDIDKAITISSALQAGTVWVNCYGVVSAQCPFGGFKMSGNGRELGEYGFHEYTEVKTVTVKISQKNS
Tau fibril FP – tau fibrillization inhibition (FP). K18 P301L tau heparin fibrillization, Alexa594 FP, 6 h. Potency, µM (highest dose often 57.7 µM), inactives show top-dose activity, negative = inhibition, hits mostly inhibitors. hit rate 0.39% among 280,000; note: % is set by controls: 0 for no effect and ±100 for the full control effect; nearly all actives have a fitted effect of over 55% in size
Target sequence (P10636 561-689 P618L limits assumed): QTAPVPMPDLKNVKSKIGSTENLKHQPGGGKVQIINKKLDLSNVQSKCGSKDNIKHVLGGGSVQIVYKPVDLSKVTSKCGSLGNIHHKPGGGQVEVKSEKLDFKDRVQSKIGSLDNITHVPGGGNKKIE
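Recombinant K18 P301L […], labeled with Alexa 594 at 0.24 uM over 15 uM unlabeled; heparin inducer 20 uM final; 37 C, 6 hr; FP endpoint.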
HTT cytoprotect – cytoprotection in Huntington HTT-Q103 PC12 cell model | PC12 HTT-Q103 induced, cytoprotection, ATP luminescence, 40 h | Potency, µM (titrated, usually from 56.4 µM), without a hit: cytoprotection (ATP increase), hits mostly activators | hit rate 0.14% among 230,000;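 note: % of control where 0% means no effect; nearly all actives have a fitted effect of over 45% in size; toxic huntingtin expression switched on by the ecdysone agonist tebufenozide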
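ATP quantification (ATPlite) reports survival of PC12 cells in which tebufenozide, 100 nM final, switches on Htt exon 1 with 103 glutamines linked to GFP; compounds are titrated.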
Tau fluor cs – counter-screen for tau fibril formation inhibitors. tau K18 P301L Alexa594 fluorescence, heparin fibrillization. Potency, µM (titrated, usually from 57.7 µM), inactives show top-dose activity change, negative = decrease. hit rate 0.93% among 280,000. AID 1463; note: % is set by controls: 0 for no effect and ±100 for the full control effect; nearly all actives have a fitted effect of over 55% in size
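Human tau K18 P301L (15 uM unlabeled, 0.24 uM Alexa 594-labeled) in 100 mM sodium acetate pH 7 with 20 uM heparin, 6 hr at 37 C. ThT 30 uM added, 1 hr ambient; Alexa 594 FP and total fluorescence read at 555/632 nm.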
SMN2 splice up – SMN2 splice variant enhancement. Potency, µM (series often up to 46.1 µM), for inactives: at the top dose activity change, positive = activation, actives largely listed as activators. hit rate 2.8% among 210,000. HEK293 SMN2-luciferase splicing reporter, luminescence, 30-36 h; note: % of control where 0% means no effect; nearly all actives have a fitted effect of over 55% in size
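HEK293 cells carry an SMN2 […]–luciferase reporter in which exon 7 inclusion puts luciferase in frame. Cells were plated 10-12 h before compound addition, then incubated 30-36 h at 37C. ONE-Glo luminescence was read; sodium butyrate at 4.5 mM final served as control.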
JMJD2E inh – JMJD2E (human) inhibition; B2RXH2; JMJD2E catalytic domain, FDH-coupled NADH fluorescence (FDH is formaldehyde dehydrogenase); Potency, µM (series often up to 57.1 µM), inactives show top-dose activity change, negative = inhibition, hits mostly inhibitors; hit rate 1.6% among 230,000; AID 2147; active = well fitted inhibition curve with a large enough effect, not every such curve was filed as active; inconclusive = small, poorly fitted or top-dose-only effect, or another doubt; inactive = no such curve, though single readings can be large or run the other way;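 note: 0% = wells with enzyme and -100% = buffer wells without enzyme; nearly all actives have a fitted effect of over 50% in size; many of its hits are not listed in these tables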
Target sequence (B2RXH2 1-337 limits assumed): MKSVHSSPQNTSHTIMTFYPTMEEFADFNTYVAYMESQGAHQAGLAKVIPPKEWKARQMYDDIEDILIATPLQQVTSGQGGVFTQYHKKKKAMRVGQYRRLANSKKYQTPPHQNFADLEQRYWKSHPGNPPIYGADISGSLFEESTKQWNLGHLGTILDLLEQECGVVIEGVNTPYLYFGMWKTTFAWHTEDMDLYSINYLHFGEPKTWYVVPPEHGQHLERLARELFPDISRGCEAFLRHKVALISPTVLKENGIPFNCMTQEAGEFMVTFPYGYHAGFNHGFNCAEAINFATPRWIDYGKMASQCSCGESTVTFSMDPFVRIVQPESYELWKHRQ
HttQ103 aggreg – inhibitors of mutant huntingtin aggregate formation in PC12 cells. hit rate 1.1% among 220,000. PC12 HttQ103-GFP aggregates, Acumen cytometry, 40 h. Potency, µM (highest dose often 46.1 µM), inactives show top-dose activity change, negative = inhibition, usual class: inhibitors; note: % is set by controls: 0 for no effect and ±100 for the full control effect; nearly all actives have a fitted effect of over 60% in size
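Quantitative HTS on tebufenozide-induced (100 nM) PC12 cells stably expressing polyQ103 Huntingtin exon 1–GFP. Reduction of bright GFP aggregates, detected by laser scanning cytometry after lysis, identified actives across the titration.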
Tau fibril ThT – tau fibrillization inhibition (ThT binding); P10636; recombinant tau K18 P301L (four-repeat tau fragment), heparin-induced fibrillization, ThT fluorescence; hit rate 2.1% among 270,000; Potency, µM (series often up to 57.4 µM), inactives show top-dose activity, negative = inhibition, actives largely listed as inhibitors; note: % is set by controls: 0 for no effect and ±100 for the full control effect; nearly all actives have a fitted effect of over 55% in size
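K18 P301L tau (15 uM + 0.24 uM Alexa 594-tagged), heparin 20 uM, NaOAc pH 7, 6 h 37 C; ThT 30 uM, 1 h RT, ex 450/em 510 nm.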
Starred values were filed as active, the others as inactive; u = inconclusive; x = no result given; [ ] = another dose, or the depositor's remark. Unless noted, calls come from the whole dose curve; as a rule, active = well fitted curve in the direction sought with a large enough effect; inconclusive = small, poorly fitted or top-dose-only effect, or another doubt; inactive = no such curve, though single readings can be large; an effect the other way counts as inactive or inconclusive. Potency is the fitted concentration of half-maximal effect. A portion of the library (hit frequency here may not be typical).

SMILES	ALDH1A1 inh	Tau fibril FP	HTT cytoprotect	Tau fluor cs	SMN2 splice up	JMJD2E inh	HttQ103 aggreg	Tau fibril ThT
O=C(CCCN1C(=O)c2cccc3cccc(c23)C1=O)N1CCc2ccccc2C1	u	0%	-19%	-5%	-27%	u	-8%	u
CCCNNC(=O)C(O)(c1cccc(C)c1)c1cccc(C)c1	5%	1%	38%[10 µM]	5%	1%	6%	-7%	5%
CCCC(=O)Nc1ccc(Sc2ccc([N+](=O)[O-])cc2)cc1	-15%	u	21%[10 µM]	u	-85%[inhibitor]	0%	u	-22%
Cc1ccc(S(=O)(=O)c2c(C)nn(C(C)(C)C)c2OC(=O)c2cccs2)cc1	9%	-3%	-64%[inhibitor]	-13%	-13%	1%	u	-17%
CCc1cccc(C)c1NC(=O)Cn1cnc2c1c(=O)n(C)c(=O)n2C	x	3%	x	6%	-15%	x	x	10%
CC(C)[C@H](NC(=O)Nc1ccc(S(N)(=O)=O)cc1)C(=O)O	5%	-10%	-18%[0.074 µM]	-12%	-6%	2%	2%	u
CCCc1cc(=O)[nH]c(Nc2ccccc2O)n1	x	7%	x	-20%	9%	x	x	-6%
CCc1c(C)nc2cc(C)[nH]n2c1=O	u	-3%	6%	-2%	-15%	u	11%	-3%
Cc1cccc(N=C2NC(=O)/C(=C/c3cccs3)S2)c1	3%	3%	x	8%	13%	0%	-1%	19%
COc1cc2c(cc1OC)CN(C(C)C(=O)Nc1ccc(NC(C)=O)cc1)CC2 (stereo unspecified)	-3%	-4%	-4%	1%	-7%	-14%	-2%	-6%
COc1ccc(CN=C2NC(=O)CC(C(=O)Nc3ccc(Cl)cc3)S2)cc1 (stereo unspecified)	8%	-11%	x	-22%	2%	15%	13%	-1%
O=C(O)c1ccc(CSc2nnc(-c3ccco3)n2-c2ccccc2)cc1	u	2%	-25%	-6%	-4%	-2%	15%	-7%
CC(=O)N(c1nc(CCl)cs1)c1ccc(C)cc1C	-2%	5%	-8%	10%	3%	u	17%	0%
CCOc1ccc2c(c1)[C@@H]1C=CC[C@@H]1[C@H](c1ccccc1Cl)N2	x	10%	x	u	0%	x	x	u
COc1ccc(/C(C)=N/OCC(=O)Nc2nc3ccccc3s2)cc1	-10%	-8%	7%[10 µM]	-28%	-19%	-10%	12%	-14%
CN(C)CCNC(=O)Cc1c(C(=O)O)n(C)c2ccccc12	-1%	u	13%	-2%	10%	u	-11%	-3%
Oc1cccc(CCC2CCCCN2Cc2cn[nH]c2-c2ccc3c(c2)OCO3)c1 (stereo unspecified)	-3%	-2%	23%[10 µM]	-16%	x	3%	4%[9.22 µM]	-14%
CS(=O)(=O)N(CC(O)Cn1c2ccccc2c2ccccc21)c1cccc2ccccc12 (stereo unspecified)	u	-5%	-84%[inhibitor]	u	10%	-10%	u	12%
CCN(CC)S(=O)(=O)c1ccc(OC)c(NC(=O)c2ccc(=O)[nH]c2)c1	x	-2%	3%[10 µM]	10%	x	8%	-10%[9.22 µM]	2%
CC(=O)Nc1ccc(NS(=O)(=O)c2cc([N+](=O)[O-])ccc2C)cc1	-1%	3%	-6%	-13%	-7%	-26%	-16%	-8%
COc1ccc(-c2ccc(CCC(=O)O)n2NC(=O)c2cccs2)cc1	-1%	1%	-4%[10 µM]	-10%	9%	2%	9%	u
CCOc1ccc(CCNC(=O)COC(=O)c2cccc(OC)c2O)cc1OCC	8%	u	-17%	-6%	2%	8%	-5%	-5%
Cc1ccc(C(C(=O)NC(C)(C)C)N(Cc2ccccc2)C(=O)c2snc(C(N)=O)c2N)o1 (stereo unspecified)	u	4%	-77%[inhibitor]	-8%	-2%	u	-24%	-6%
O=C1NCCN1Cc1ccccc1	8%	-15%	-2%	-5%	4%	3%	-6%	2%
O=C(CN=C1NS(=O)(=O)c2ccccc21)OCC(=O)c1ccccc1	x	8%	-6%[10 µM]	1%	x	7%	-9%[9.22 µM]	-3%
(next part)
SMILES	ALDH1A1 inh	Tau fibril FP	HTT cytoprotect	Tau fluor cs	SMN2 splice up	JMJD2E inh	HttQ103 aggreg	Tau fibril ThT
CC(=O)N1c2c(cc(Br)cc2S(=O)(=O)N2CCN(c3ccccc3)CC2)CC1C (stereo unspecified)	x	3%	x	u	-33%[inhibitor]	x	x	-11%
Cc1cc[n+](-c2nc([O-])sc2/C=N/Nc2ccc([N+](=O)[O-])cc2)cc1	14µM*	3%	13%	u	7%	-10%	-1%[9.22 µM]	u
O=C(O)c1ccc(NC2=C(Cl)C(=O)c3ccccc3C2=O)cc1	x	3.5µM*	-97%[inhibitor][10 µM]	1.8µM*[quencher]	x	-14%	u	1.4µM*
COC(=O)CN(c1nc(C)c(Cl)c(OC)n1)S(=O)(=O)c1ccc(C)cc1	u	2%	-28%	-18%	-17%	1%	10%	-18%
CN1CCN(C(CNS(=O)(=O)c2ccc(F)cc2)c2cccnc2)CC1 (stereo unspecified)	-1%	7%	16%[10 µM]	9%	27%	0%	-2%	2%
O=C(Nc1ccccc1-c1ccccc1)c1cccc([N+](=O)[O-])c1	7.9µM*	-3%	11%	-5%	7%	-8%	12%	-6%
Cc1ccc(C2NC(=O)c3ccccc3N2)s1 (stereo unspecified)	u	-12%	-86%[inhibitor]	-14%	10µM*	u	3%	-14%
O=C(CN1C(=O)c2cccc([N+](=O)[O-])c2C1=O)N1CCN(c2ccc(F)cc2)CC1	-12%	-3%	-13%	-9%	8%	4%	-4%	-12%
CCN(C(=O)COC(=O)c1cccnc1Nc1cccc(C(F)(F)F)c1)C1CCS(=O)(=O)C1 (stereo unspecified)	0%	-6%	11%[10 µM]	-6%	x	-7%	24%	2%
NC(=O)c1cc(N2C(=O)C=CC2=O)ccc1Cl	0.79µM*	-20%	-108%[inhibitor]	-14%	0%	-5%	u	u
O=C(c1ccccc1)c1cccn1CC(=O)N1CCN(c2ccc(F)cc2)CC1	1%	3%	-8%	-17%	-4%	-4%	16%	-11%
CCOc1ccc(NC(=O)NNC(=O)C2CCC(C(C)(C)C)CC2)cc1 (stereo unspecified)	-2%	2%	-22%[10 µM]	-19%	x	-4%	-2%[9.22 µM]	-9%
Cc1ccc(F)cc1NC(=O)CCOc1ccccc1	3%	2%	-5%[10 µM]	-3%	-14%	6%	7%	-7%
CCCOc1ccc(/C(O)=C2/C(=O)C(=O)N(CCCOC)C2c2cccnc2)cc1 (stereo unspecified)	7%	9%	-5%	9%	-3%	-4%	14%	9%
CCn1c2ccccc2c2nc3cc(S(=O)(=O)N4CCOCC4)ccc3nc21	1µM*	32µM*	7%[10 µM]	-27%	-26%	-14%	-25%	25µM*
O=C(c1cccc(F)c1)N(Cc1nc2ccccc2c(=O)[nH]1)C1CCCC1	-9%	-3%	5%[10 µM]	-13%	x	-23%	8%[9.22 µM]	-11%
C1OCOCO1	6%	x	66%	x	2%	x	17%	x
CC(NCCOCCOc1ccccc1)c1ccccc1 (stereo unspecified)	-4%	-5%	u	-3%	-14%	-5%	13%	-4%
O=C1CC(SC(=Nc2ccccc2)Nc2ccccc2)C(=O)N1c1cccc(Cl)c1 (stereo unspecified)	-7%	u	-53%[inhibitor]	u	-24%	2%	u	-11%
Cc1ccc(NC(=S)c2ccccc2)cc1	-16%	-10%	5%[10 µM]	-12%	0%[1.84 µM]	4%	-24%	-20%
COc1ccc(-c2nc(CS(=O)CC(=O)NCc3ccc4c(c3)OCO4)c(C)o2)cc1 (stereo unspecified)	u	0%	4%	-8%	-9%	-9%	-1%	u
CN(CCc1ccccn1)C1CC(=O)N(c2ccc(Cl)cc2)C1=O (stereo unspecified)	25µM*	10%	4%	-4%	7%	0%	16%	u
Cc1cc(C)nc(SCc2ccc(C(=O)N/N=C3\CC(C)CC(C)(C)C3)cc2)n1 (stereo unspecified)	7.9µM*	2%	11%[10 µM]	-5%	x	25%	8%	-18%
O=C(CSc1nnc(Cc2ccccc2)o1)N1CCCC1	2%	6%	-27%	2%	x	0%	8%	-3%
CC(O)CCc1ccc(O)cc1 (stereo unspecified)	5%	4%	-38%[inhibitor]	7%	1%	5%	-11%	3%

Arranged by molar mass (high to low): part of the list above.
SMILES	ALDH1A1 inh	Tau fibril FP	HTT cytoprotect	Tau fluor cs	SMN2 splice up	JMJD2E inh	HttQ103 aggreg	Tau fibril ThT
O=C1CC(SC(=Nc2ccccc2)Nc2ccccc2)C(=O)N1c1cccc(Cl)c1 (stereo unspecified)	-7%	u	-53%[inhibitor]	u	-24%	2%	u	-11%
O=C(CN1C(=O)c2cccc([N+](=O)[O-])c2C1=O)N1CCN(c2ccc(F)cc2)CC1	-12%	-3%	-13%	-9%	8%	4%	-4%	-12%
NC(=O)c1cc(N2C(=O)C=CC2=O)ccc1Cl	0.79µM*	-20%	-108%[inhibitor]	-14%	0%	-5%	u	u

An excerpt from above in order of their number in JMJD2E inh, high to low:
smiles	JMJD2E inh
CCN(C(=O)COC(=O)c1cccnc1Nc1cccc(C(F)(F)F)c1)C1CCS(=O)(=O)C1 (stereo unspecified)	-7%
Cc1cc[n+](-c2nc([O-])sc2/C=N/Nc2ccc([N+](=O)[O-])cc2)cc1	-10%
O=C(O)c1ccc(NC2=C(Cl)C(=O)c3ccccc3C2=O)cc1	-14%

Later entries:
SMILES	ALDH1A1 inh	Tau fibril FP	HTT cytoprotect	Tau fluor cs	SMN2 splice up	JMJD2E inh	HttQ103 aggreg	Tau fibril ThT
CCOC(=O)N1CCC(NC(=O)c2cnn3cccnc23)CC1	-15%	3%	11%	2%	23%	u	-14%	2%
CC(C)CC(NC(N)=O)C(=O)Nc1cccc([N+](=O)[O-])c1 (stereo unspecified)	3%	-3%	-6%	-1%	6%	-2%	10%	-4%
COc1ccc(/C=N/N(C)c2cc(=O)n(C)c(=O)[nH]2)cc1OC	5%	-2%	2%[10 µM]	4%	10%	u	16%[9.22 µM]	-14%
CC(=O)N1CCN(Cc2nc3cc(NC(=O)c4cccc(Br)c4)ccc3n2C)CC1	x	0%	3%[10 µM]	2%	x	2%	-2%[9.22 µM]	2%
CC(C)CC(NC(=O)C1CCC(C)CC1)C(=O)Nc1ccc2c(c1)OCCO2 (stereo unspecified)	7%	u	-35%	-12%	7%	7%	16%	-10%
CN(C(=O)CC1C(=O)NCCN1CC1CCCCC1)C1CCOCC1 (stereo unspecified)	x	7%	26%[10 µM]	2%	x	u	-23%[9.22 µM]	-7%
COc1cccc(NC(=O)Nc2cccs2)c1	u	14%	-5%[10 µM]	u	u	6%	u	u
